High-throughput results: PubChem, National Center for Advancing Translational Sciences (NCATS)
S2 tox: reduces viability in counter-screen for ATXN expression inhibitors | S2 cells (HEK-293 line with an ATXN2-luciferase reporter) viability, CellTiter-Fluor protease fluorescence, 24 h | AID 651635 | Potency, µM (doses to about 56.7 µM), usual class: cytotoxic | 0.49% of 400,000 active; also: nearly all actives have a fitted effect of over 40% in size
Nrf2 activator: Nrf2 pathway activation; AREc32 ARE-luciferase reporter (MCF7-derived line), luminescence, 24 h; Potency, µM (series often up to 46.1 µM), without a hit: at the top dose activation, usual class: activators; 0.31% of 410,000 active; also: % of control where 0% means no effect; nearly all actives have a fitted effect of over 65% in size
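ARE-driven firefly luciferase activity in AREc32 cells measured after a 24 hr compound exposure at 37 deg C, using Steady-Glo reagent and a 30 min room-temperature hold.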
EPAC2 antag: blocks human EPAC2 exchange factor; Q8WZA2; EPAC2 GEF exchange of Rap1B-BODIPY-GDP, fluorescence; 0.18% of 360,000 active; AID 720708; Potency, µM (top dose mostly 114 µM), for inactives: top-dose activity, negative = inhibition, usual class: inhibitors; also: % is scaled to controls: 0 for no effect and ±100 for the full control effect; nearly all actives have a fitted effect of over 45% in size; many of its hits are not listed in these tables
Target sequence (Q8WZA2 whole entry, looked up): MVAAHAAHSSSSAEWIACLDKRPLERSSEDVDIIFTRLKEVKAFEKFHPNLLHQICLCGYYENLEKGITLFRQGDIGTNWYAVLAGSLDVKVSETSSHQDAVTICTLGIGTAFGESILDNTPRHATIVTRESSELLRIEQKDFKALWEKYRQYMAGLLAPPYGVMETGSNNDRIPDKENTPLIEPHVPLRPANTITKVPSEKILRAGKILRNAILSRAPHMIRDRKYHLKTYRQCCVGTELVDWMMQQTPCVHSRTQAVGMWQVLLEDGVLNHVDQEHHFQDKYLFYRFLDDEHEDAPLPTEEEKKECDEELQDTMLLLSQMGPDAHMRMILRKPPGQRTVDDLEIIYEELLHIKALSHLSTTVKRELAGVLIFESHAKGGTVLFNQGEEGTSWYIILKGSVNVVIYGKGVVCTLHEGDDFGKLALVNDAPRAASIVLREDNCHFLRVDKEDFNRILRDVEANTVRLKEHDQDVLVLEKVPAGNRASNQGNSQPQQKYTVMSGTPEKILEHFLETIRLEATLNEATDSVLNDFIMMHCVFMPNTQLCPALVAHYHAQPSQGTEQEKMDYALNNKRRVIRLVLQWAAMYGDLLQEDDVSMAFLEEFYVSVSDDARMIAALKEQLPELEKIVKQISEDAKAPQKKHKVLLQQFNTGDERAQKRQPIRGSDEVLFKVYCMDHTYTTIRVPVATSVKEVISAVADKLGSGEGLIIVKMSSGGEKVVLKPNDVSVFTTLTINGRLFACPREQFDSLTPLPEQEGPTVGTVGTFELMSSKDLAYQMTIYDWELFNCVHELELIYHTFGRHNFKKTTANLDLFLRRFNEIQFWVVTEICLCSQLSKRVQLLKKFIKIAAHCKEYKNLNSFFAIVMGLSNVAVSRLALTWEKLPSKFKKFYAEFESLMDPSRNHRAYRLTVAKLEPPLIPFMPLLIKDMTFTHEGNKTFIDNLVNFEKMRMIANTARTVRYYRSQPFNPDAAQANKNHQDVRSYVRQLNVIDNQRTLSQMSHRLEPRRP
MCF10A rereplic: inducers of DNA re-replication in MCF 10A breast cells; 2.9% of 350,000 active; Potency, µM (highest dose often 46.1 µM), for inactives: at the top dose activity, positive = re-replication, most hits filed as activators; MCF 10A DNA re-replication, Hoechst nuclear intensity, 48 h; also: % of control where 0% means no effect; nearly all actives have a fitted effect of over 50% in size
A549 viability: A549 cytotoxicity, counter-screen for Nrf2 inhibitors | A549 ARE-Fluc cells, CellTiter-Fluor viability, 18-24 h | Potency, µM (series often up to 46 µM), for the others: at the top dose activity change, negative = cytotoxicity, usual class: inhibitors | 0.16% of 390,000 active; also: % is scaled to controls: 0 for no effect and ±100 for the full control effect
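A549 ARE_Fluc cells in 5% FBS OPTI-MEM were exposed to compounds in concentration-response for 18-24 h at 37 deg C. Viability was read by CellTiter-Fluor fluorescence (Ex 405/Em 525) after 30 min, before the luciferase read.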
HepG2 viability: counter-screen for TGF-b inhibitors: cytotoxicity in HepG2 cells; Potency, µM (doses to about 46.1 µM), without a hit: top-dose activity change, negative = cytotoxicity, most hits filed as cytotoxic; 0.76% of 410,000 active; AID 588856; HepG2 CAGA-GFP viability, ATP luminescence, 18 h; also: some results filed as inactive show a strong effect at the top dose
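HepG2 CAGA-GFP cells (1000/well, DMEM with 1% FBS) received compound, then TGF-beta at 500 pg/mL final, and were incubated 18 hours at 37 degrees C. Viability was read by CellTiter-Glo luminescence. Media-only wells were set as complete cell-killing and DMSO as no toxicity.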
ATXN2 expr inh: inhibitors of ATXN2 expression; HEK-293 ATXN2-luciferase reporter, luminescence, 24 h; Potency, µM (highest dose often 57 µM), inactives show at the top dose activity change, negative = inhibition, most hits filed as inhibitors; 0.72% of 360,000 active; also: % is scaled to controls: 0 for no effect and ±100 for the full control effect; nearly all actives have a fitted effect of over 55% in size
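qHTS (up to 57 uM final) was run with 24 h compound exposure of reporter cells at 37 °C. Each well was multiplexed: SteadyGlo luminescence measured ATXN2-luciferase expression after a fluorogenic Gly-Phe-AFC viability readout (25 uM final).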
TGFb SMAD3 inh: TGF-b pathway inhibition | AID 588855 | HepG2 CAGA-GFP TGF-b/SMAD3 reporter, GFP fluorescence, 18 h; TGF-beta stimulated, 500 pg/mL final | Potency, µM (highest dose often 46.1 µM), for the others: at the highest dose activity, negative = inhibition, actives largely listed as inhibitors | 1.2% of 410,000 active; also: % is scaled to controls: 0 for no effect and ±100 for the full control effect; nearly all actives have a fitted effect of over 65% in size
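TGF-beta reporter screen: HEPG2 CAGA-GFP, 1% FBS, 500 pg/mL TGF-beta final, 18 h; per-cell GFP summed per well; curves fitted and categorized by class.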
Nrf2 block: blocks Nrf2 signaling. A549 ARE-Fluc reporter, luciferase luminescence, 18-24 h. Potency, µM (series often up to 46 µM), for inactives: at the top dose activity change, negative = inhibition, most hits filed as inhibitors. 2.1% of 360,000 active; also: % is scaled to controls: 0 for no effect and ±100 for the full control effect; nearly all actives have a fitted effect of over 60% in size
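In this cell-based qHTS, ARE-driven firefly luciferase in A549 cells reports Nrf2 activity; the luminescent signal after BugLite lysis is the measured value, with a prior CellTiter-Fluor read for cell health.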
Active calls of the source: *; i = inactive; ? = inconclusive; nt = not tested or not shown; [ ] = dose if it differs, or a comment. Calls follow the shape of the dose curve; as a rule, active = well fitted curve in the direction sought with a large enough effect; inconclusive = small, poorly fitted or top-dose-only effect, or another doubt; inactive = no such curve, though single readings can be large; an effect the other way counts as inactive or inconclusive. Potency is read from the fitted curve at half-maximal effect. An excerpt; rates above refer to the full screens.

SMILES	S2 tox	Nrf2 activator	EPAC2 antag	MCF10A rereplic	A549 viability	HepG2 viability	ATXN2 expr inh	TGFb SMAD3 inh	Nrf2 block
CCOC(=O)c1c(CN2CCOCC2)oc2ccc(OC)cc12	i	-0.4%	12%[57.1 µM]	1%	14%	1%	-4%	3%	?
COc1ccc(-n2c(N)c(-c3nc4ccccc4n3C)sc2=S)cc1	i	5.8%	1%	16%	-8%	-6%	5%	?	-27%
COc1cccc(C(=O)Nc2ccc(S(=O)(=O)NCc3ccco3)cc2)c1	i	0.0%	-3%	160%[0.0737 µM]	2%	-17%	-6%	-1%	-17%
Cc1c(/C=N\NC(=O)c2cccc(F)c2)cnn1C	?	3.9%	-3%	-6%	-3%	6%	17%	-1%	?
O=c1c2nncn2c2cccnc2n1CCNc1ncc(C(F)(F)F)cc1Cl	i	-0.3%	-4%	-1%	2%	3%	9%	0%	-23%
CCSc1nnc(NC(=O)c2cccnc2)s1	i	2.4%	12%	4%	-7%	4%	7%	1%	3%
CC(C)(C)NC(=S)N1CCC(C(=O)c2ccc(F)cc2)CC1	i	-1.0%	-4%	2%	-4%	-4%	-7%	4%	-7%
COc1ccc(S(=O)(=O)N2CCCC2CNC(=O)C(=O)NCc2ccccc2)cc1 (configuration not stated)	i	-0.4%	1%	-30%	-2%	7%	3%	-6%	-1%
COc1ccc(-c2nc(SCC(=O)N3CCOCC3)n[nH]2)cc1	i	0.3%	15%	0%	-1%	4%	12%	14%	nt
CC(=O)NC(=S)Nc1ccc(NC(=O)c2cccs2)cc1	i	2.4%[9.22 µM]	2%	4%	6%	-32%	34%	0%	6%
CN1C(=O)N(C)C2(c3ccccc3)Nn3c(s/c(=C/c4ccco4)c3=O)=NC12c1ccccc1 (configuration not stated)	i	2.8%	1%	-13%	-3%	5%	-1%	1%	nt
COc1ccc(-n2nc3c(c2NC(=O)c2ccc4c(c2)OCO4)CS(=O)(=O)C3)cc1	i	0.4%	4%	-1%	1%	-43%	1%	-2%	12%
O=C(NCCc1cnccn1)C1CCC(=O)N(Cc2ccc(Cl)cc2)C1 (configuration not stated)	i	-0.1%	17%	7%	-5%	-2%	15%	-3%	?
CCOC(=O)CCCN(c1[nH]c(C)c(C)c1C#N)S(=O)(=O)c1ccc(C)cc1	i	-0.4%	-8%	nt	nt	-41%	nt	4%	nt
COc1ccc(NC(=O)c2cc3c(s2)CCC(C)C3)cc1S(=O)(=O)N1CCOCC1 (configuration not stated)	?	0.4%[9.22 µM]	-9%	?	-17%	-22%	?	?	18µM*
CCCOC(=O)Nc1ccc(S(=O)(=O)Nc2ncccn2)cc1	i	0.0%	-1%	0%	-4%	-18%	15%	6%	6%
COc1ccc2cc(C(=O)N3CCN(c4ccccc4F)CC3)[nH]c2c1	i	-0.6%	-2%	16%	-12%	5%	-12%	-23%	-3%
CC(C)NC(=O)C1(C)CCN1Cc1ccc(Cl)cc1 (configuration not stated)	i	-1.5%	-8%	nt	nt	0%	5%	0%	nt
CC(=O)Oc1ccccc1Cn1c(C)c(C(=O)N(C)Cc2ccc(F)cc2)sc1=O	i	-0.1%	0%	nt	nt	-2%	-7%	?	nt
c1ccc(COC2CCCN(Cc3nc(-c4cnccn4)no3)C2)nc1 (configuration not stated)	i	-0.1%	-9%[57.1 µM]	-5%	-2%	25%	nt	18%	1%
COc1ccc(Cn2c(=O)c3oc4ccccc4c3n(Cc3cccc(F)c3)c2=O)cc1	nt	-0.4%	nt	nt	15%	-16%	nt	-24%	?
CC(=O)N(c1ccc(C)cc1)C1C=CS(=O)(=O)C1 (configuration not stated)	i	-1.0%	4%	0%	10%	4%	3%	1%	8%
O=C(Oc1ccc2c(-c3ccccc3)cc(=O)oc2c1)c1cccs1	nt	-0.1%	-7%	10%	0%	2%	14%	-3%	16%
CCOC(=O)C1CCCN(Cc2c(C(=O)N3CCOCC3)nc3ccccn23)C1 (configuration not stated)	i	4.4%	-8%	?	6%	1%	-25%	2%	17%
Cc1cc(=O)n2[nH]c(N3C(=O)CCC3=O)nc2n1	?	0.5%	8%	5%	-4%	-3%	1%	21%	-3%

At a glance, some entries already given.
SMILES	S2 tox	Nrf2 activator	EPAC2 antag	MCF10A rereplic	A549 viability	HepG2 viability	ATXN2 expr inh	TGFb SMAD3 inh	Nrf2 block
CCOC(=O)c1c(CN2CCOCC2)oc2ccc(OC)cc12	i	-0.4%	12%[57.1 µM]	1%	14%	1%	-4%	3%	?
COc1ccc(-n2c(N)c(-c3nc4ccccc4n3C)sc2=S)cc1	i	5.8%	1%	16%	-8%	-6%	5%	?	-27%

Some of the entries above in another layout.
canonical_smiles | S2 tox | Nrf2 activator | EPAC2 antag | MCF10A rereplic | A549 viability | HepG2 viability | ATXN2 expr inh | TGFb SMAD3 inh | Nrf2 block
COc1ccc(NC(=O)c2cc3c(s2)CCC(C)C3)cc1S(=O)(=O)N1CCOCC1 (configuration not stated) | ? | 0.4%[9.22 µM] | -9% | ? | -17% | -22% | ? | ? | 18µM*
CCCOC(=O)Nc1ccc(S(=O)(=O)Nc2ncccn2)cc1 | i | 0.0% | -1% | 0% | -4% | -18% | 15% | 6% | 6%
COc1ccc2cc(C(=O)N3CCN(c4ccccc4F)CC3)[nH]c2c1 | i | -0.6% | -2% | 16% | -12% | 5% | -12% | -23% | -3%
CC(C)NC(=O)C1(C)CCN1Cc1ccc(Cl)cc1 (configuration not stated) | i | -1.5% | -8% | nt | nt | 0% | 5% | 0% | nt
CC(=O)Oc1ccccc1Cn1c(C)c(C(=O)N(C)Cc2ccc(F)cc2)sc1=O | i | -0.1% | 0% | nt | nt | -2% | -7% | ? | nt

Other entries:
SMILES	S2 tox	Nrf2 activator	EPAC2 antag	MCF10A rereplic	A549 viability	HepG2 viability	ATXN2 expr inh	TGFb SMAD3 inh	Nrf2 block
COc1cccc(N2C(=NC(=O)C3CCCCC3)SC3CS(=O)(=O)CC32)c1 (configuration not stated)	?	-0.5%	0%	0%	0%	-18%	6%	2%	0%
COC(=O)Nc1ccc(S(=O)(=O)n2cnc3ccccc32)cc1	i	-0.8%	5%	-2%	4%	-7%	0%	-3%	11%
O=C(O)c1cccc2c3c([nH]c12)CCCC3	i	0.0%	6%	-6%	2%	-39%	-2%	-18%	3%
COc1ccc(NC(=O)CCCN2C(=O)C3C4C=CC(C4)C3C2=O)c(OC)c1 (configuration not stated)	i	-0.3%	-3%	?	-8%	0%	5%	-19%	13%
CCn1c(=O)n(CC(=O)Nc2cc(OC)c(OC)c(OC)c2)c(=O)c2ccccc21	i	-0.6%	-4%	7%	5%	-7%	3%	11%	-13%
COc1ccc(CN2CCN(c3ccc(F)cc3)CC2)c(OC)c1OC	i	0.1%	5%	-5%	-3%	19%	-22%	10%	-29%
O=S(=O)(Nc1cccc(-n2cnnn2)c1)c1cc(Br)ccc1Br	i	6.7%	-25%	9%	-10%	-20%	-16%	0%	?
CN(C)C(=O)C[n+]1ccc(C(N)=O)cc1	i	-0.7%	2%	3%	14%	-9%	nt	-3%	15%
COc1ccc(NC(=O)CN2CC(C)OC(C)C2)cc1Cl (configuration not stated)	i	-0.2%	13%	-7%	-1%	3%	20%	16%	10%
CCOC(=O)C1CCN(S(=O)(=O)c2ccc3oc(=O)ccc3c2)CC1	i	-0.6%	2%	1%	2%	-9%	-24%	-16%	-10%
O=C1NC(=S)N/C1=C/c1cc([N+](=O)[O-])ccc1N1CCOCC1	?	3.6%	1%	-5%	-14%	-5%	-11%[11.3 µM]	0%	2%
CCc1ccccc1NC(=O)c1nnn(CC(=O)Nc2cccc(C)c2)c1N	i	0.0%	-1%	-2%	0%	-6%	-3%	1%	-9%
Brc1ccc2nc(N3CCN(c4ccccc4)CC3)sc2c1	i	-0.4%	12%	-3%	3%	15%	12%	-5%	-1%
COc1ccccc1C(=O)N/C(=C\c1ccc(Br)cc1)C(=O)NCCCO	i	-0.4%	3%	1%	1%	0%	-15%	6%	10%
Cc1oc2ccc(O)cc2c1C(=O)c1ccccc1	i	-0.1%	-26%	-2%	-1%	-9%	25%	0%	4%
C=CCOC(=O)C1=C(C)N=C2SCCC(=O)N2C1c1ccc(OC(=O)c2ccco2)cc1 (configuration not stated)	nt	0.3%	-10%	6%	-10%	0%	nt	-15%	0%
CCc1ccccc1NS(=O)(=O)c1cc(Br)cc2c1N(C(=O)C1CC1)CC2	i	-0.3%	nt	nt	-1%	-24%	-8%	?	-18%[9.27 µM]
NC(=O)NC(Cc1ccccc1)C(=O)N1CCN(S(=O)(=O)c2ccc(Cl)cc2)CC1 (configuration not stated)	i	0.0%	5%	3%	5%	-3%	-12%	-4%	4%

Nrf2 block: entries above that show a hit
SMILES	Nrf2 activator	EPAC2 antag	TGFb SMAD3 inh	Nrf2 block
COc1ccc(NC(=O)c2cc3c(s2)CCC(C)C3)cc1S(=O)(=O)N1CCOCC1 (configuration not stated)	0.4%[9.22 µM]	-9%	?	18µM*
